Screening results: PubChem BioAssay, National Center for Advancing Translational Sciences (NCATS)
POLH inh: inhibitors of human DNA polymerase eta; Q9Y253; recombinant Pol eta, fluorescent DNA replication assay; Potency, µM (top dose mostly 114 µM), inactives show at the top dose activity change, negative = inhibition, hits mostly inhibitors; 1.2% of 390,000 active; AID 588591; note: potency is the fitted concentration of half-maximal effect; % is set by controls: 0 for no effect and ±100 for the full control effect
Target sequence (Q9Y253 whole entry, looked up): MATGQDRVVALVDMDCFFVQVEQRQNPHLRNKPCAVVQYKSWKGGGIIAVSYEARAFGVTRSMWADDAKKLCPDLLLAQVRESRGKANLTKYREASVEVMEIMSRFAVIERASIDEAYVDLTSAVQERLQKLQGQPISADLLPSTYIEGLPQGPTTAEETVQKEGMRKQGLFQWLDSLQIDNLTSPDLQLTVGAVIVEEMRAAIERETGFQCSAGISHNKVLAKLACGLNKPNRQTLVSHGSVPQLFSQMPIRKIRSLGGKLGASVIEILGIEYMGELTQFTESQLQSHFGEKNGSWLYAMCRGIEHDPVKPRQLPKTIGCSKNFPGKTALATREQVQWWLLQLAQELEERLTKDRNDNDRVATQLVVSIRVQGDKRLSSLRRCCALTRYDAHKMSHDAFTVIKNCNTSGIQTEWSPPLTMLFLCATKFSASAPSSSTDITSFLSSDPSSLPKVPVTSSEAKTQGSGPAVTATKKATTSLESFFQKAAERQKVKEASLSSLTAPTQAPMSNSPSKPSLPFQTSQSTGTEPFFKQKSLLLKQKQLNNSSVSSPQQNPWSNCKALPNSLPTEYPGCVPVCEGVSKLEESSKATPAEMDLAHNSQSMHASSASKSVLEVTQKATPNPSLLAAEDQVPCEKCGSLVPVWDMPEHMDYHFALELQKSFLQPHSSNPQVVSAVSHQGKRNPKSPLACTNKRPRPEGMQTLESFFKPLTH
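Pol eta at 10 nM preincubated with compounds 15 min at room temperature; reaction started with fluorescent substrate (50 nM final) and read kinetically at 0 and 10 min.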
Glioma ERSR ind: induces the endoplasmic reticulum stress response in human glioma cells. U87-MG GRP78 promoter luciferase reporter, 16 h. Potency, µM, for inactives: at the top dose activation, hits mostly activators. 0.02% of 420,000 active. AID 602332; note: potency is the fitted concentration of half-maximal effect; series mostly up to about 76 µM; % of control where 0% means no effect; nearly all actives have a fitted effect of over 35% in size
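ERSR induction read as luciferase luminescence (Bright-Glo, 10 min at room temperature) in stably transfected human U87-MG glioma cells exposed to compounds for 16 h, using GRP78 as sensor.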
LDHA inh: inhibitors of human lactate dehydrogenase A; P00338; purified LDHA, NADH/diaphorase-resazurin fluorescence; stronger effect = lower value; activity change, % (values are at about 110 or 230 µM); 0.15% of 480,000 active; AID 1347041; in the data active = activity change below about -30%; inconclusive = mostly about -25% to -30%;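 note: plate controls were DMSO wells for no effect and wells without enzyme for full effect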
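LDH5 2 nM; NADH 0.06 mM, pyruvate 0.2 mM; 200 mM Tris pH 7.4, EDTA, Tween-20; 5 min RT. Detection: diaphorase 0.133 mg/mL + resazurin 37 µM, fluorescence ex540/em590 at 0 and 20 min; normalized to enzyme-free and DMSO wells.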
Pol kappa inh: DNA polymerase kappa (human) inhibition | Q9UBT6 | purified Pol kappa, fluorescent DNA synthesis assay, 10 min | Potency, µM (highest dose often 107 µM), for inactives: at the highest dose activity, negative = inhibition, actives largely listed as inhibitors | 0.53% of 400,000 active | AID 588579; note: potency is the fitted concentration of half-maximal effect; % is set by controls: 0 for no effect and ±100 for the full control effect
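Activity was followed as the change in fluorescence between reads at 0 and 10 min after starting the reaction with 50 nM substrate. Beforehand, 10 nM polymerase had been preincubated with compound for 15 min at room temperature.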
APEX1 inh: inhibitors of human APE1 endonuclease. P27695. recombinant APE1, TAMRA/BHQ-2 abasic DNA cleavage fluorescence. 0.35% of 350,000 active. Potency, µM (doses to about 65.8 µM), for the others: at the top dose activity change, negative = inhibition, actives largely listed as inhibitors. AID 2517;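 note: potency is the fitted concentration of half-maximal effect; plate controls were vehicle for no effect and reference inhibitor for full effect; nearly all actives have a fitted effect of over 55% in size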
Target sequence (P27695 whole entry, looked up): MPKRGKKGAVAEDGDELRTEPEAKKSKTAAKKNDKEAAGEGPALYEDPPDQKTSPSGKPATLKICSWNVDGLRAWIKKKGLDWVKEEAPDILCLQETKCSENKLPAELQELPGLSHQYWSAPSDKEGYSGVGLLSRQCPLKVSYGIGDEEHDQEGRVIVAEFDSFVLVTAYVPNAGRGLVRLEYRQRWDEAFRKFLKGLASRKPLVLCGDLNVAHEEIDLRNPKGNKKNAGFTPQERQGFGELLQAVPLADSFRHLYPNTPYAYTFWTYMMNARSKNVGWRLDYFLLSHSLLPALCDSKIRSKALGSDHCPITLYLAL
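APE1 at 0.75 nM final was preincubated with compound 15 min at room temperature, then 50 nM double-stranded THF abasic-site substrate (5'-TAMRA/3'-BHQ-2) was added. Fluorescence (ex 525/em 598 nm) was read kinetically; third-minus-first read gave activity.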
Anesthetic bind: binds horse apoferritin like a general anesthetic; P02791; 0.074% of 350,000 active; apoferritin/1-aminoanthracene competitive binding, fluorescence; Potency, µM (titrated, usually from 77.5 µM), inactives show at the top dose activity change, negative = displacement, most hits filed as inhibitors; note: potency is the fitted concentration of half-maximal effect; % is set by controls: 0 for no effect and ±100 for the full control effect; nearly all actives have a fitted effect of over 20% in size
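Apoferritin-based anesthetic binding model; compound displacement of fluorescent 1-AMA measured as endpoint fluorescence after 10 minutes at room temperature, scaled to free-ligand and complex controls.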
Pol beta inh: blocks human DNA polymerase beta activity. Potency, µM (highest dose often 114 µM), for inactives: at the top dose activity change, negative = inhibition, usual class: inhibitors. Pol beta primer extension/strand displacement, fluorescence kinetic. AID 485314. P06746. 1.3% of 340,000 active; note: potency is the fitted concentration of half-maximal effect; % is set by controls: 0 for no effect and ±100 for the full control effect
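Values derive from four-parameter Hill fits of normalized kinetic data: reads at 0 and 10 min following addition of 50 nM substrate to 10 nM Pol beta preincubated 15 min with compound.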
POLI inh: inhibitors of human DNA polymerase iota | Pol iota fluorescent replication assay, 10 min | Potency, µM (doses to about 115 µM), without a hit: at the highest dose activity, negative = inhibition, most hits filed as inhibitors | 1% of 390,000 active | AID 588590; note: potency is the fitted concentration of half-maximal effect
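Fluorescent replication assay read twice, at 0 min and 10 min after adding 50 nM (final) substrate. Enzyme (10 nM) and compounds were first incubated 15 min at room temperature; enzyme-free buffer wells were negative controls.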
BLM helicase inh: blocks DNA unwinding by human BLM helicase. recombinant BLM DNA unwinding, fluorescence dequenching. Potency, µM (doses to about 56.1 µM), for inactives: at the top dose activity change, negative = inhibition, actives largely listed as inhibitors. 0.2% of 350,000 active. AID 2528;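 note: potency is the fitted concentration of half-maximal effect; plate controls were vehicle for no effect and no enzyme for full effect; nearly all actives have a fitted effect of over 35% in size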
Numbers without * were called inactive; ? = inconclusive; . = no result given; & = joins results of further samples; [ ] = another dose, or the depositor's remark. Unless noted, calls come from the whole dose curve; as a rule, active = well fitted curve in the direction sought with a large enough effect; inconclusive = small, poorly fitted or top-dose-only effect, or another doubt; inactive = no such curve, though single readings can be large; an effect the other way counts as inactive or inconclusive. This is a subset; rates above refer to the full screens.

SMILES | POLH inh | Glioma ERSR ind | LDHA inh | Pol kappa inh | APEX1 inh | Anesthetic bind | Pol beta inh | POLI inh | BLM helicase inh
O=C(c1ccc(OC2CCN(Cc3cccc(F)c3)CC2)cc1)N1CCCCC1 | -21% | -1% | 3 | -5% | 1% | -22% | 13% | 4% | 0%
O=C(C1COc2ccccc2O1)N1CCN(c2nc3c(F)cccc3s2)CC1 (stereo unspecified) | 13% | 1% | 4 | -11%[60.1 µM] | . | 12% | 5% | -20% | -3%
CCC(=O)Nc1nc(C)c(C(=O)N2CCCCC2)s1 | -9% | -6% | -9 | -5%[60.1 µM] | 0% | -16% | 3% | 32%[activator] | 0%
Cc1ccc(NC(=O)Cn2cc(C(=O)c3cccs3)c3ccccc32)cc1C | -16% | -4% | -9 | -19% | . | 2% | 5% | -20% | -12%
Cc1ccc(NC(=O)CN2CCN(CCN=CC3=C(O)CC(C)(C)CC3=O)CC2)cc1 | -20% | 0% | 0 | -9% | -1% | -7% | 31% | -3% | -1%
O=C(O)c1ccc(Oc2ccccc2)o1 | -24% | -6% | -4 | -9% | 1% | 4% | 1% | 12% | -1%
Cc1cc(NC(=O)CC(C)(C)C)nc2c1c(=O)oc1ccccc12 | -1% | -1% | 2 | -5%[60.1 µM] | -3% | -6% | -2% | -3% | -5%
COc1ccc(N2CCN(S(=O)(=O)CCNC(=O)C3CC(=O)N(c4ccccc4)C3)CC2)cc1 (stereo unspecified) | -6%&-6% | -3%&-2% | -3&-8 | -3% | 16% | 0%&59% | 79%&21% | 16%&-28% | -1%&-2%
O=c1[nH]c(CSc2ncc(C(F)(F)F)cc2Cl)nc2ccccc12 | -14% | 1% | -7 | -3% | -1% | -8% | 2% | 54%[activator] | -5%
CNc1oc(-c2ccc(OCc3ccccc3)cc2)nc1C#N | 0% | 2% | -3 | -20% | 11% | -5% | -14% | 23% | -5%
COc1ccccc1C(=O)Nc1c(C(=O)N(C)c2ccccc2)sc2nc(C)cc(C)c12 | -12% | -3% | -7 | 3% | . | -7% | 35% | 16µM* | -1%
CC1(C)CN=C(N2CCN(C3=NCC(C)(C)S3)CC2)S1 | . | . | . | . | 0% | -1% | 26% | . | 1%
COc1ccccc1NC(=O)CC(c1ccc(F)cc1)c1ccco1 (stereo unspecified) | -22% | -2% | -3 | -4% | -2% | -1% | 14% | -27%[58.9 µM] | -4%
CCC(=O)N1CCc2cc(OC)c(OC)cc2C1COc1ccc2c(C)cc(=O)oc2c1 (stereo unspecified) | -4% | -1% | -5 | -12% | . | 10% | 36% | -2% | -4%
Cc1cc(CN(C)C(=O)c2ccc3nc(Cc4ccccc4F)oc3c2)on1 | 9% | 5% | -2 | -8% | -2% | -15% | 27% | -1% | -2%
COC(=O)c1nccnc1N | -12% | -1% | -11 | -7% | . | . | . | 23% | .
Cc1ccc2occ(/C=N/NC(=O)c3ccc(O)cc3)c(=O)c2c1 | -4% | -1% | 0 | 1% | 46%[activator] | -21% | 6% | 1% | -1%
CC1CCCCC1NC(=O)Cn1cnc2c1c(=O)n(C)c(=O)n2C (stereo unspecified) | -9% | -1% | 0 | 14% | 13% | . | . | 0% | .
COc1ccc(-n2nnnc2SC(C)C(N)=O)cc1 (stereo unspecified) | 18% | -6% | -11 | 2% | 15% | -15% | 17% | -9% | -2%
COc1ccc2cc(CN(CC3COCCO3)S(=O)(=O)c3c(C)cc(C)cc3C)c(=O)[nH]c2c1 (stereo unspecified) | . | . | . | . | 0% | -9% | 0% | . | 1%

Ordered by heavy-atom count (falling): part of the list above
SMILES | POLH inh | Glioma ERSR ind | LDHA inh | Pol kappa inh | APEX1 inh | Anesthetic bind | Pol beta inh | POLI inh | BLM helicase inh
Cc1cc(CN(C)C(=O)c2ccc3nc(Cc4ccccc4F)oc3c2)on1 | 9% | 5% | -2 | -8% | -2% | -15% | 27% | -1% | -2%
Cc1ccc2occ(/C=N/NC(=O)c3ccc(O)cc3)c(=O)c2c1 | -4% | -1% | 0 | 1% | 46%[activator] | -21% | 6% | 1% | -1%
COc1ccc(-n2nnnc2SC(C)C(N)=O)cc1 (stereo unspecified) | 18% | -6% | -11 | 2% | 15% | -15% | 17% | -9% | -2%
COC(=O)c1nccnc1N | -12% | -1% | -11 | -7% | . | . | . | 23% | .

Next compounds.
SMILES | POLH inh | Glioma ERSR ind | LDHA inh | Pol kappa inh | APEX1 inh | Anesthetic bind | Pol beta inh | POLI inh | BLM helicase inh
CCCCNC(=O)c1onc(CSc2ccc(OC)cc2)c1C(=O)O | -11% | -1% | -7 | 5% | -2% | -10% | 14% | 2% | -1%
O=C(N/N=C1\CCc2ccccc21)c1ccncc1 | -26% | 5% | 2 | -14% | 13% | -4% | -5% | -8% | -14%
COC(=O)[C@@H](NC(=O)Nc1ccc(OC)cc1)C(C)C | -2% | 0% | -2 | -5% | 0% | -18% | 2% | 16% | -4%
CN(C)S(=O)(=O)c1ccc(C(=O)Nc2nnc(SCc3cccc(F)c3)s2)cc1 | -2% | -2% | -10 | -8% | 6% | 3% | 30% | 26% | -1%
COc1ccc(CC(=O)Nc2c3c(nn2-c2cccc(Cl)c2)CS(=O)(=O)C3)cc1 | -13% | -5% | 0 | 4% | 0% | -10% | -2% | -3% | -3%
O=C(Nc1ccccc1F)c1ccc(CSc2ncccn2)cc1 | -6% | 0% | -12 | -6% | -8% | -13% | 81% | 78%[activator] | -6%
COC(=O)[C@H](C)NC(=O)NCc1ccc(F)cc1 | -6% | -2% | 3 | -4% | 26% | 2% | -8% | -15% | -1%
Nc1cccc(-c2cc3ccccc3oc2=O)c1 | 1% | -9% | 2 | 2% | -4% | -18% | 2% | 91%[activator] | -1%
Cc1cc(C(=O)Nc2ccc(S(=O)(=O)N3CCOCC3)cc2)c(C)o1 | -9% | -3% | -3 | -7% | 1% | 1% | 1% | 1%[58.9 µM] | -7%
CCOc1ccc(C(=O)CCC(=O)NNC(=O)c2ccccc2O)cc1 | 2% | 2% | -6 | -16% | -4% | . | . | 2% | .
COc1ccc(O)c(-c2[nH]ncc2C(=O)c2cccc(C)c2)c1 | -13% | -2% | 2 | 4% | -4% | 5% | 8% | 37%[activator] | -3%
COCCn1c(NCc2ccc(C)cc2)nc2c1c(=O)[nH]c(=O)n2C | -9% | -5% | 0 | 3% | -6% | 2% | -28% | 26% | -8%
COc1ccccc1C(=O)Nc1ccnn1C1CCN(Cc2csc(C(C)=O)c2)CC1 | -3% | -2% | -3 | -6% | 3% | -8% | 23% | -2% | 0%
Nc1ccccc1SCC(=O)Nc1cccc2ccccc12 | -1% | 7% | 5 | -7% | 35% | ? | 7% | 42%[activator] | -12%
COc1cccc(NS(=O)(=O)c2c(C)n(C)c(=O)n(C)c2=O)c1 | 1% | -4% | 4 | 5% | -2% | 42%[activator] | 1% | -2% | 0%
Cc1c(C(=O)NCc2ccccn2)sc2nc(-c3ccc(F)cc3)cn12 | -1% | 3% | 0 | -4% | 3% | 6% | 1% | 13% | 5%
O=C1[C@H]2[C@H]3[C@H](O)[C@H](O)C/C(=N/OC[C@@H](O)COCc4ccco4)[C@@H]3CC[C@@H]2C(=O)N1C1CCCCC1 | . | -3% | . | . | ? | -4%[15.3 µM] | . | . | -3%[12.4 µM]
COc1ccc(S(=O)(=O)N2CCCC(C(=O)NCc3ccco3)C2)cc1Cl (stereo unspecified) | 3% | -4% | -3 | -8% | -2% | 8% | 2% | ? | -7%
O=C(C[n+]1cc(-c2ccccc2)n2c1CCC2)c1cccs1 | -14% | -6% | 4 | -10% | -2% | -10% | 21% | 59%[activator] | 0%
COc1cccc(OC)c1OCC(=O)Nc1ccc(S(=O)(=O)N2CCCC2)cc1 | -9% | -5% | 2 | -5% | 18% | . | . | 0% | .
CCC(=O)N(c1nnc(SCC(=O)NN2C(=O)NC3(CCCCC3)C2=O)s1)C1CC1 | -8% | -3% | -1 | 2% | 3% | . | . | 12% | .
Cc1cc(C)cc(OCC(=O)NCc2cc(C)nc3ccccc23)c1 | 1% | -4% | -18 | -9% | 1% | -13% | -19% | -3% | -4%
COc1ccccc1NC(=O)CCC(=O)N1CC(C)Oc2ccc(C)cc21 (stereo unspecified) | -11%&-15% | -4%&-3% | -1&3 | -5%&-11% | -7% | -14%&0% | ? | -15%&-14% | -6%&-4%
CCc1ccccc1NC(=O)CSc1nnc(CNC(=O)c2ccco2)n1C | -7% | -2% | -9 | 4% | 46% | -5% | 27% | 102%[activator] | -3%
CNC(=O)C(=O)NCC1OCCN1S(=O)(=O)c1ccc([N+](=O)[O-])cc1 (stereo unspecified) | -19% | -6% | 8 | -13% | 1% | 4% | 39% | -8% | 0%
Cc1ccc(-c2n[nH]c(=S)n2C)cc1Cl | -8% | -3% | -8 | -1% | 6% | -14% | -1% | 55%[activator] | 1%
O=C1CC(NNc2ccccc2)C(=O)N1c1cccc(Cl)c1 (stereo unspecified) | -2% | -7% | 2 | -25% | 0% | ? | 12% | -1% | 1%
CC1Cc2ccccc2N1C(=O)COC(=O)c1cc(Br)ccc1O (stereo unspecified) | 4% | -1% | -9 | 6% | 6% | . | . | -7% | .
Cc1ccc(S(=O)(=O)CCc2nnc(NC(=O)C3CCCO3)s2)cc1 (stereo unspecified) | -11% | -2% | -4 | -12% | 7% | -3% | -8% | 8% | -1%
CCOC(=O)c1ccc(NC(=O)c2cn(-c3ccccc3)nc2-c2ccc(C)cc2)cc1 | -15% | -1% | -1 | 7% | . | -5% | -1% | 37%[activator] | -5%
Cc1ccc(-n2c(-c3ccccc3)nnc2-c2cccs2)cc1 | -6% | -2% | -2 | 1% | 2% | -3% | 7% | 27% | -2%
Cc1noc(C(=O)NCc2ccco2)c1Cl | -6% | -4% | -2 | 5% | 4% | -5% | 12% | 12% | 2%
O=C(CSc1nc2ccccc2c(=O)[nH]1)Nc1nc(-c2ccc(Br)cc2)cs1 | 5µM* | 0% | -14 | 20µM* | -13% | -3% | 4.5µM* | 6.3µM* | -22%
CN(Cc1ccccc1F)c1ncnc2sccc12 | -25% | -3% | -5 | -15% | 5% | -2% | -2% | 55%[activator] | -3%
